# Screening results as filed in PubChem BioAssay.
# PERK inhibitor: block of dimerizer-induced PERK translation repression, primary screen, PERK inhibitor project, CHO PERK-DD cells, SEAP luminescence, HTS. AID 1416, 2008. hit rate 0.17% among 220,000. CHO PERK-DD fusion, SEAP luminescence translation reporter. Eukaryotic translation initiation factor 2-alpha kinase 3 (Homo sapiens), Q9NZJ5. inhibition, % at 5.6 µM;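 active = inhibition above the mean inhibition of all tested compounds plus 3 SD, set separately per screening campaign, cut at about 2.9% in these data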;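 also: PERK kinase domain activated by AP20187 dimerizer at 100 nM; 0% = DMSO with dimerizer and 100% = rapamycin at 8.4 µM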
# FXIIa inh 1536: human FXIIa protease inhibitors, primary screen, biochemical, 1536-well; Coagulation factor XII (Homo sapiens), P00748; purified FXIIa, Boc-QGR-AMC fluorogenic substrate, 2 h; inhibition, % at 5 µM; hit rate 0.3% among 220,000; AID 800, 2007; in the data active = inhibition above about 40%;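 also: 0% = enzyme with no compound and 100% = blank without enzyme; many of its hits are not listed in these tables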
# Wee1 degr inh: Wee1 degradation inhibitors, primary screen, cell-based, HeLa, Wee1K328M-luciferase, luminescence | reporter increase, % at 5 µM | AID 1321, 2008 | hit rate 1.2% among 220,000 | Wee1-like protein kinase (Homo sapiens), P30291 | HeLa Luc-Wee1K328M stability; 100% = proteasome inhibitor MG132 effect;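 active = activation above the mean of all tested compounds plus 3 SD, set per screening run, cut at about 8.8% in these data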;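 also: cells exposed to compound for 20 h before luminescence read; 0% = DMSO alone and 100% = MG132 at 30 µM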
# FXIa inh: human FXIa protease inhibitors, primary screen, biochemical, 1536-well | AID 798, 2007 | inhibition, % at 5 µM | hit rate 0.14% among 220,000 | Coagulation factor XI (Homo sapiens), P03951 | purified FXIa, Boc-Glu-Ala-Arg-AMC fluorogenic substrate;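 active = inhibition of at least 40%; inactive = inhibition below 40%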;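 also: fluorescence of freed AMC excited at 355 nm; 0% = enzyme without compound and 100% = no enzyme blank; many of its hits are not listed in these tables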
# Furin inhibitor: human furin inhibitors, primary screen, biochemical, fluorescence intensity; hit rate 0.061% among 220,000; purified furin, fluorogenic substrate cleavage; P09958; inhibition, % at 30 µM; in the data active = inhibition above about 25%; also: inactives centre near -15
# p97 ATPase inh: inhibitors of human p97 ATPase, primary screen, biochemical; inhibition, % at 8 µM; hit rate 0.42% among 220,000; Transitional endoplasmic reticulum ATPase (Homo sapiens), P55072; recombinant p97 ATPase, Kinase-Glo ATP luminescence, 3 h; AID 1481, 2009; in the data active = inhibition above about 15%;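 also: 0% = DMSO vehicle and 100% = wells lacking enzyme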
# Target sequence (P55072 whole entry, looked up): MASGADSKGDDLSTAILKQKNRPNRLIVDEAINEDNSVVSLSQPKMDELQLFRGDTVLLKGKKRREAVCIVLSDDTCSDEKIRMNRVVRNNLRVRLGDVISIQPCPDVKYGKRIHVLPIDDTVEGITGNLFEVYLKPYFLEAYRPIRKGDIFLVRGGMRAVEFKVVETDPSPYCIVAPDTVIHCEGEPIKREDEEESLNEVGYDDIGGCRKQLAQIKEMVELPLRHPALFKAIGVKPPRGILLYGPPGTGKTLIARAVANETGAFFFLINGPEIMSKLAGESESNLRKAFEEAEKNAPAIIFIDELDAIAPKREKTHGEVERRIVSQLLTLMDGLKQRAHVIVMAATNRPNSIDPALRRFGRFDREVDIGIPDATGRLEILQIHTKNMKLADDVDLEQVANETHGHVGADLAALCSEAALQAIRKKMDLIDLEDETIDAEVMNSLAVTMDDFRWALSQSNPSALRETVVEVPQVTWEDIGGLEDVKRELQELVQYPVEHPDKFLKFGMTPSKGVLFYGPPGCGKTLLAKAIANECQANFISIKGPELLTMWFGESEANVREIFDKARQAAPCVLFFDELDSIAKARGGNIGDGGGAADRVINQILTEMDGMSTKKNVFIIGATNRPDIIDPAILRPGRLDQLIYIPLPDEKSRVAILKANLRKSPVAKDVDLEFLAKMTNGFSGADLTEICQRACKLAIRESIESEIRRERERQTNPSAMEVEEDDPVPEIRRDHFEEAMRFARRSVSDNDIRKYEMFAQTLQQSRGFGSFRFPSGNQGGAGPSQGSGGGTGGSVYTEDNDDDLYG
# hK5 inh: human KLK5 protease inhibitors, primary screen, biochemical, 1536-well; hit rate 0.59% among 210,000; AID 873, 2007; recombinant hK5, fluorogenic AMC substrate cleavage; inhibition, % at 5 µM;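 active = inhibition of 40% or more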;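 also: 0% = enzyme controls without compound and 100% = no-enzyme blanks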
# Target sequence (Q9Y337 67-293 limits assumed): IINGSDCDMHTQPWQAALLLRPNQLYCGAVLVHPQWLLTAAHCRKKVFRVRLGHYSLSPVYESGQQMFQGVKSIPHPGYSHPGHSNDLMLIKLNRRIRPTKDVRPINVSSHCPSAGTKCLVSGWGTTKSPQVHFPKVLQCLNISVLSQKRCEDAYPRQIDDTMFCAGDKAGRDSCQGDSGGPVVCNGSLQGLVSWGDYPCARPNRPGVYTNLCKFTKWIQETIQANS
# Thrombin inh: human alpha-thrombin inhibitors, primary screen, counter-screen for coagulation protease inhibitor project, biochemical, 1536-well, fluorogenic AMC substrate. AID 1046, 2008. hit rate 0.26% among 220,000. Prothrombin (Homo sapiens), P00734. Boc-VPR-AMC fluorogenic substrate cleavage. inhibition, % at 5 µM;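 active = inhibition at or above 40%; inactive = inhibition below 40%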;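 also: 0% = enzyme with no compound and 100% = wells without enzyme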
#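 Test system: human alpha-thrombin protein / Dosing: one concentration per compound, 5 µM, with 0.2% DMSO / Medium: pH 7.5 Tris-saline with Tween 20 / Benchmarks: no-compound enzyme wells and no-enzyme blanks / Read-out basis: percent inhibition of thrombin substrate cleavage / Timing: reaction at room temperature / Measured by: fluorescence, ex 355 nm, em 460 nm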
# KCC2 mod: KCC2 cotransporter modulators, thallium flux, primary screen, cell-based, HEK293 KCC2, FluoZin-2 fluorescence, MLSMR | Solute carrier family 12 member 5 (Homo sapiens), Q9H2X9 | KCC2 cells, thallium flux FluoZin-2 fluorescence | B-score of Tl+ flux slope (higher = more flux/activation; lower = inhibition) at 10 µM | hit rate 2.2% among 190,000 | AID 1456, 2008;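 active = thallium flux slope and its plate-corrected score both differing from the plate sample mean at a set confidence after two filtering rounds, in either direction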;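 also: slope of fluorescence scaled to starting intensity during 10 to 20 s after thallium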
# * hit, by the source's call; . = not tested or not shown; [ ] = dose if it differs, or a comment.
SMILES,PERK inhibitor,FXIIa inh 1536,Wee1 degr inh,FXIa inh,Furin inhibitor,p97 ATPase inh,hK5 inh,Thrombin inh,KCC2 mod
C=CCN1C(=O)C2C(C(=O)NCc3ccccc3)C3(C)C=CC2(O3)C1C(=O)NC(C)(C)C (stereo not drawn),1.4,-0.1,2.0,-7.1,-18.3,3.2,0.7,-2.3,0.645
CC(C)C(C(=O)NCc1ccco1)N(C(=O)CNS(=O)(=O)c1ccccc1)C1CCCC1 (stereo not drawn),-1.5,-2.7,-1.8,-4.2,-24.5,-1.3,-0.1,0.6,0.0594
CC(=O)Nc1ccc(NC(=O)C2CCN(S(=O)(=O)c3cccc4nonc34)CC2)cc1,1.4,13.3,-2.9,3.0,-15.2[20 µM],2.2,30.7,3.0,-0.583
O=C(O)/C=C/C(=O)N1CCN(S(=O)(=O)c2cc(C(F)(F)F)ccc2Cl)CC1,0.2,30.8,-1.6,33.8,-6.9,-1.0,53.1*,17.7,-0.044
C=CCN(CC=C)C(=O)c1ccc(OC2CCN(Cc3ccccn3)CC2)cc1,-0.2,3.5,-3.4,-3.5,-25.0,-2.3,-5.2,3.9,0.889
Cc1cccc(N(CC(N)=O)C2SC(=O)NC2=O)c1 (stereo not drawn),0.9,4.4,0.9,-2.5,-20.3[20 µM],1.2,-13.6,-1.7,-0.792
CCNc1nc(NCC)nc(C(=O)Nc2ccccc2)n1,-0.1,19.4,-2.2,1.8,-7.0[20 µM],2.5,-60.6,0.8,-0.208
C(=NC12CN3CN(CN(C3)C1)C2)c1ccc2c(c1)OCO2,0.7,-1.5,3.7,-2.1,-13.6,10.1,0.1,-8.4,.
CNC(=O)NC(=O)CSc1nnc(-c2ccco2)n1Cc1ccccc1,1.1,20.3,0.1,2.8,-16.3[20 µM],0.5,-2.2,4.8,0.536
COCCNC(=O)c1cnn2c(C(F)F)cc(-c3ccc(C)cc3)nc12,1.1,3.0,1.1,-2.4,-19.9,0.2,-7.8,-1.2,-1.23
Cc1cc(CSc2ccccc2)ccc1NC(=O)c1cccc([N+](=O)[O-])c1,0.6,16.4,1.0,3.0,-26.8[20 µM],1.9,5.1,5.1,0.336
COC(=O)c1ccc(CSc2nc(-c3ccccc3)cs2)o1,0.8,-17.0,-1.3,-9.2,-26.9,0.7,-10.6,-12.5,0.379
Cc1nc(C)c(-c2csc(NCc3ccco3)n2)s1,-0.1,6.9,-0.3,3.2,-1.7,2.6,-2.7,2.4,.
Cc1ccc2nc(-c3ccccc3)cc(C(=O)N3CCc4ccccc4C3)c2c1,-0.9,12.0,-1.9,-1.0,-9.6,-5.4,7.4,-2.3,-0.321
Cc1cccc(-n2nc([N+](=O)[O-])c(N3CCN(C(=O)c4ccco4)CC3)[n+]2[O-])c1,0.2,6.9,-1.7,-1.3,-6.2,-4.1,10.6,-3.3,0.138

# No new results follow: an excerpt of the list.
SMILES,PERK inhibitor,FXIIa inh 1536,Wee1 degr inh,FXIa inh,Furin inhibitor,p97 ATPase inh,hK5 inh,Thrombin inh,KCC2 mod
C=CCN1C(=O)C2C(C(=O)NCc3ccccc3)C3(C)C=CC2(O3)C1C(=O)NC(C)(C)C (stereo not drawn),1.4,-0.1,2.0,-7.1,-18.3,3.2,0.7,-2.3,0.645
CC(C)C(C(=O)NCc1ccco1)N(C(=O)CNS(=O)(=O)c1ccccc1)C1CCCC1 (stereo not drawn),-1.5,-2.7,-1.8,-4.2,-24.5,-1.3,-0.1,0.6,0.0594
CC(=O)Nc1ccc(NC(=O)C2CCN(S(=O)(=O)c3cccc4nonc34)CC2)cc1,1.4,13.3,-2.9,3.0,-15.2[20 µM],2.2,30.7,3.0,-0.583
O=C(O)/C=C/C(=O)N1CCN(S(=O)(=O)c2cc(C(F)(F)F)ccc2Cl)CC1,0.2,30.8,-1.6,33.8,-6.9,-1.0,53.1*,17.7,-0.044
C=CCN(CC=C)C(=O)c1ccc(OC2CCN(Cc3ccccn3)CC2)cc1,-0.2,3.5,-3.4,-3.5,-25.0,-2.3,-5.2,3.9,0.889
Cc1cccc(N(CC(N)=O)C2SC(=O)NC2=O)c1 (stereo not drawn),0.9,4.4,0.9,-2.5,-20.3[20 µM],1.2,-13.6,-1.7,-0.792
CCNc1nc(NCC)nc(C(=O)Nc2ccccc2)n1,-0.1,19.4,-2.2,1.8,-7.0[20 µM],2.5,-60.6,0.8,-0.208
C(=NC12CN3CN(CN(C3)C1)C2)c1ccc2c(c1)OCO2,0.7,-1.5,3.7,-2.1,-13.6,10.1,0.1,-8.4,.
CNC(=O)NC(=O)CSc1nnc(-c2ccco2)n1Cc1ccccc1,1.1,20.3,0.1,2.8,-16.3[20 µM],0.5,-2.2,4.8,0.536

# (further entries)
SMILES,PERK inhibitor,FXIIa inh 1536,Wee1 degr inh,FXIa inh,Furin inhibitor,p97 ATPase inh,hK5 inh,Thrombin inh,KCC2 mod
Cc1cccc(CNc2ncc(-c3cccc([N+](=O)[O-])c3)n2C)c1,-1.4,8.4,-2.5,-2.1,-12.0,2.9,6.1,-3.7,-0.00928
CC(=O)Nc1ccc(S(=O)(=O)NCC2CCC(C(=O)NC(C)c3ccc4c(c3)OCCO4)CC2)cc1 (stereo not drawn),0.9,.,0.4,-3.1,-17.2,4.6,-3.3,-4.5,-1.3
CCn1c2ccccc2c2cc(N=C3SC(CC(=O)Nc4ccccc4)C(=O)N3C)ccc21 (stereo not drawn),0.1,14.3,17.0*,1.4,-12.3[20 µM],-4.2,-5.3,2.4,0.396
CCOc1ccc(C(=O)n2cnnc2N)cc1,1.5,37.8,1.2,6.6,-14.1,4.5,41.4*,-3.2,0.13
CCCOC(=O)Nc1ccc(S(=O)(=O)Nc2ncccn2)cc1,1.8,10.0,3.3,0.9,-28.0,4.3,0.9,1.2,0.0923
COc1ccc(-n2nccc2-c2nn(-c3cccc(OC)c3)c(=O)n(C)c2=O)cc1,-1.2,0.3,1.1,-28.8,-6.5[20 µM],-2.6,8.8,-3.9,.
O=C(c1ccc(C(F)(F)F)cc1)N1CCC(=O)N(C(COCc2ccc(C(F)(F)F)cc2)Cc2ccccc2)CC1 (stereo not drawn),-0.7,29.7,-0.3,34.0,3.5,-11.9,-3.7,0.6,-0.818
CCOC(=O)c1c(-c2ccc(Cl)cc2)cn2ccccc12,1.2,4.5,4.0,-3.2,-17.5,4.3,-49.3,2.9,-0.00399
CCNC(=S)NNC(=O)c1csc(C(C)C)c1,0.8,21.8,6.6,9.9,-15.7[20 µM],4.3,-4.6,1.7,0.89
O=C(c1ccco1)N1CCN(C(c2ccc(Cl)cc2)c2nnnn2CC2CCCO2)CC1 (stereo not drawn),-0.2,11.3,4.9,-0.4,-13.9,1.1,-22.8,-6.8,.
Cc1ccc(CN2CCN(/N=C\C(Br)=C\c3ccccc3)CC2)cc1,-0.1,10.7,-0.7,-1.9,-11.0,-3.8,-8.9,-3.9,-0.723
O=C(Nc1ccc(F)cc1F)c1cc(-c2ccco2)on1,0.9,2.4,-3.4,-8.1,-20.4,-0.2,-20.2,-6.7,1.39
O=C(CSc1nnc(CCCN2C(=O)c3cccc4cccc(c34)C2=O)n1-c1ccccc1)N1CCCCC1,0.3,6.5,-0.9,-3.2,3.9,-1.3,-5.3,-11.1,-2.66
Cc1ccc(-n2nc(C)c(/C=N/n3c(C)n[nH]c3=S)c2Cl)cc1,-0.5,16.7,0.1,10.9,-13.2,-3.1,21.6,12.0,2.23
COCCn1c(SCC(=O)c2ccc3c(c2)OCCO3)nnc1-c1ccoc1C,-0.7,-1.2,0.4,1.3,-18.2,2.0,10.5,2.8,.
Cc1cccc(N2C(=O)CC(N(O)c3ccccc3)C2=O)c1 (stereo not drawn),0.8,16.7,0.0,1.5,-14.9,1.4,0.5,0.5,.
CCC1(CC)Nc2ccccc2C(=O)N1c1ccc(OC)cc1,0.5,-2.6,3.9,-7.0,-18.6,0.6,-1.8,-7.2,-0.723
CN(C)S(=O)(=O)c1ccc(NC(=O)C2CCCN(C(=O)c3ccc(Cl)cc3)C2)cc1 (stereo not drawn),-0.3,10.6,-2.7,6.3,-17.9,-0.9,-7.5,1.9,0.119
CS(=O)(=O)N(CC(=O)Nc1ccc(S(=O)(=O)N2CCCC2)cc1)c1ccccc1,0.3,6.6,-1.1,3.8,-23.9,1.3,2.3,-7.4,-0.221
O=C(CCc1n[nH]c(=O)[nH]c1=O)N1CCCCC1,1.3,-3.6,-1.3,-11.0,-23.7,3.4,36.5,-2.0,0.445
CC(C)Cn1cc(C(=O)NCc2cccs2)c2c3ccccc3n(C)c2c1=O,0.7,19.4,-1.3,7.0,-24.1,-0.3,-39.3,2.8,0.354
CCOc1c(Cl)cc(Cl)cc1CNCCNCCO,-1.1,7.8,-0.5,-2.2,-10.8[20 µM],-0.8,-29.3,-4.3,.
CC(C)(C)NC(=O)/C=C/c1cccs1,0.7,2.9,-3.4,-2.7,-22.4,7.7,-1.2,-6.5,0.32
COc1ccc(Cl)cc1NC(=S)NCCN1CCOCC1,0.9,1.5,-2.5,1.3,-21.1,8.0,-4.2,-8.4,0
CCOC(=O)c1[nH]c2ccc(OC)cc2c1NC(=S)N1CCN(c2cccc(Cl)c2)CC1,0.3,14.4,0.9,4.6,-5.3,3.5,-9.1,-4.2,1.53
CCN(Cc1ccccc1)C(=O)C1CCN(C/C(C)=C/c2ccccc2)CC1,-1.1,6.9,-1.7,7.1,-17.4,-0.3,-2.9,-0.7,0.201
CCN(CC)CCOC(=O)C1(c2ccccc2)CCOCC1,-0.9,26.7,13.9*,18.4,-20.1,5.9,-3.4,-0.2,-1.01
O=C(Oc1ccc2c(c1)OCO2)c1cc2c(s1)CCC2,1.9,5.9,-1.4,6.8,-21.6,-1.2,4.9,4.8,-2.54
CN(C)c1cc[n+](Cc2c(Cl)cccc2Cl)cc1,1.3,15.7,0.3,8.9,-7.6[20 µM],2.9,-6.1,-5.0,0.118
CCC(C)(C)c1nnc(NC(=O)c2ccc([N+](=O)[O-])cc2)s1,0.8,3.0,-2.4,6.9,-16.3[20 µM],3.1,4.7,-19.9,-0.126
O=C(NC(Cc1c[nH]c2ccccc12)C(=O)O)c1cccs1 (stereo not drawn),1.6,4.7,-2.4,-2.1,-16.6,6.1,-5.2,-8.4,-0.416
CC(=O)Oc1ccccc1C1OCCN1C(C)=O (stereo not drawn),1.8,-6.2,0.3,1.9,-17.3[20 µM],0.3,8.8,-6.3,1.25
CC(=NCCN1CCOCC1)C1=C(O)c2ccccc2C1=O,-0.6,27.6,2.0,4.3,-0.2,-3.6,2.2,1.9,-0.579
Cc1nnc(Cl)c2nn(-c3ccccc3F)c(C)c12,1.0,6.6,-1.1,-3.1,-21.0,-1.5,-17.6,-3.0,-0.492

# This is a random part of the collection (roughly 4.4% active in at least one column).
